Screening results as filed in PubChem.
STEP inh – blocks human striatal-enriched tyrosine phosphatase | inhibition, % at 20 µM | AID 588621 | hit rate 0.25% among 360,000 | P54829 | recombinant STEP, OMFP fluorogenic substrate, fluorescence;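 active means inhibition at 20 µM, scaled per plate between control wells, above about 37%, limit read from the data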;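 further: 0% = DMSO with enzyme and substrate and 100% = substrate only without enzyme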
Target sequence (P54829 whole entry, looked up): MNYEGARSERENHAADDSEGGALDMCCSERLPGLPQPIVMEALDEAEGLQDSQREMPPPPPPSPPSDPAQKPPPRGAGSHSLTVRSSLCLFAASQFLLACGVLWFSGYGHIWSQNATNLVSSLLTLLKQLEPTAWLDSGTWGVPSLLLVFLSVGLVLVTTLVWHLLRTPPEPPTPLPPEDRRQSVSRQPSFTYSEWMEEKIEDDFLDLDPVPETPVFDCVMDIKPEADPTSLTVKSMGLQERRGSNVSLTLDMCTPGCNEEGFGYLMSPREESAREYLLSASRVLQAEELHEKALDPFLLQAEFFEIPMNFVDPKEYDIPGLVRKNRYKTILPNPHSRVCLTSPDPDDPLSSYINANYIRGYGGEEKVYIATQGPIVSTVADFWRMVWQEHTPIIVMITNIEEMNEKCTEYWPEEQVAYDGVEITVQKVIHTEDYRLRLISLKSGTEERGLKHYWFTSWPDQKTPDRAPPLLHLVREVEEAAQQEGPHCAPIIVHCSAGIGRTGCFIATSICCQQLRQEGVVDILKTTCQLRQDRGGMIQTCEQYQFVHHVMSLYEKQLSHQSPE
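Assay system: isolated STEP enzyme / Timing: 20 min at room temperature, dark / Doses: 20 µM, 1% DMSO / Technique: fluorescence intensity, excitation 480 nm, emission 540 nm / Reagent: fluorogenic phosphatase substrate OMFP at 25 µM final / Measure: percent inhibition scaled to no-enzyme and uninhibited-enzyme controls, plate-pattern corrected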
TbMetRS inhib – Trypanosoma brucei MetRS inhibition; purified T. brucei MetRS, ATP depletion, Kinase-Glo luminescence; hit rate 0.4% among 360,000; inhibition, % at 11.9 µM;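 active means inhibition above a per-plate cutoff of the control wells' mean inhibition plus 3 SD, cut at about 5.5% in these data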;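 further: 0% = DMSO wells median and 100% = median of wells with control inhibitor compound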
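System: purified T. brucei MetRS enzyme / Detection: Kinase-Glo luciferase luminescence reporting remaining unconsumed ATP / Medium: HEPES buffer with MgCl2, KCl, DTT, spermine, BSA, pyrophosphatase / Replication: singlicate, one well per compound / Evaluation: percent inhibition relative to median high and low control wells / Schedule: 2 h aminoacylation at 25 °C after 15 min preincubation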
NadD block – inhibitors of Staphylococcus aureus NadD | purified NadD enzyme, colorimetric absorbance read-out | inhibition, % at 20 µM | hit rate 0.78% among 360,000; in the data active means inhibition above about 26%; further: some compounds past the cut are filed as inactive
DNMT1 inh – DNMT1 (human) enzyme inhibition; AID 588458; P26358; inhibition (reported as % activation of signal), % at 10 µM; DNMT1 molecular beacon, Hinp1I cleavage, fluorescence; hit rate 0.83% among 360,000; in the data active means inhibition above about 50%
SUMO1 PPI mod – SUMO1-SIM interaction modulation; P63165; SUMO1 binding to a labelled peptide, TR-FRET, 1 h; inhibition, % at 20 µM; hit rate 0.33% among 360,000; in the data active means inhibition above about 37%
Target sequence (P63165 whole entry, looked up): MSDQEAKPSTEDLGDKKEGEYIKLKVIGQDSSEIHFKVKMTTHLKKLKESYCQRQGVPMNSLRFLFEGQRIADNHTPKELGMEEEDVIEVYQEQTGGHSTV
LMPTP inh – LMPTP (human) inhibition. recombinant LMPTP-A, OMFP fluorogenic substrate, fluorescence intensity. hit rate 0.22% among 360,000. AID 651560. P24666. inhibition, % at 20 µM;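 active means compounds that cut the enzyme signal by at least half of the control window in the single-dose screen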;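 further: plate controls were DMSO wells with enzyme plus substrate for no effect and substrate without enzyme for full effect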
Target sequence (P24666 whole entry, looked up): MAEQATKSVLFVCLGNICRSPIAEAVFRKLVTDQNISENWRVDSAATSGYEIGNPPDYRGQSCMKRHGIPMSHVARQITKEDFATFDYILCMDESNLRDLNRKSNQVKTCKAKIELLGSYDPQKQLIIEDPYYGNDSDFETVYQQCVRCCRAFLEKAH
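test system = LMPTP-A | amount = 0.625 nM LMPTP-A final | reagent = fluorogenic phosphatase substrate OMFP at 400 µM final | incubation = 50 min at room temperature | benchmarks = no-enzyme low control, uninhibited high control | medium = Bis-Tris pH 6.0, DTT, detergent | signal = fluorescence intensity of OMFP turnover product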
Rpn11 block – blocks the human proteasome subunit Rpn11 | O00487 | calls only at 20 µM | human 26S proteasome, Ub4-pepOG fluorescence polarization; 20S core pre-blocked with epoxomicin | hit rate 0.59% among 360,000;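 active means inhibition at 20 µM, scaled to each plate's controls, above about 33%, limit read from the data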
Scp-1 inhibitor – blocks human Scp-1 phosphatase activity; Q9GZU7; Recombinant Scp1, phosphopeptide, malachite green phosphate absorbance; inhibition, % at 20 µM; hit rate 0.88% among 340,000; AID 493091;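 active means inhibition above about 50% at 20 µM, limit read from the data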;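 further: plate controls were DMSO wells with enzyme for no effect and wells lacking enzyme for full effect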
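Material – SCP-1 phosphatase catalytic domain, residues 76-261 · Buffer or medium – Acidic Tris acetate buffer with magnesium and detergent · Also added – Phospho 17-mer peptide substrate · Compound – single 20 µM dose, 1% DMSO · Times – 45 min room-temperature reaction, 5 min colour, 30 min stabiliser · Technique – Phosphate-binding colour reagent, absorbance read at 630 nm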
PABP1 MLLE inh – blocks PAM2 peptide binding to the PABP1 MLLE domain; GST-MLLE / FITC-PAM2 fluorescence polarization; inhibition, % at 20 µM; hit rate 0.36% among 360,000; AID 588489; in the data active means inhibition above about 35%, passing the limit was not always enough;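 further: plate controls were DMSO wells with GST-MLLE for no effect and wells lacking GST-MLLE protein for full effect; some results filed as inactive read as strong as hits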
CSN inh – CSN deneddylation inhibition; inhibition, % at 12.5 µM; Purified CSN, SCF-Nedd8-OG deneddylation, fluorescence polarization; Q92905; AID 651999; hit rate 0.38% among 360,000;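 active means pattern-corrected inhibition above about 35%, with an unprinted fluorescence ratio check between 0.5 and 1.5, limit read from the data, passing the limit was not always enough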;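 further: 0% = enzyme with substrate and 100% = substrate without enzyme; some results filed as inactive read as strong as hits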
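Assay system: purified human Csn5 enzyme expressed in HEK293T cells; Input: 0.24 nM Csn5 enzyme, final concentration; Reagent: 10 nM SCFSkp2-Nedd8OG; Compound dosing: 12.5 µM single point; Times: reaction 90 min, room temperature; Technique: fluorescence polarization readout.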
The depositor's hits bear a star; i = inactive; nt = not tested or not shown.

Sample of the layout (6 entries):
SMILES	STEP inh	TbMetRS inhib	NadD block	DNMT1 inh	SUMO1 PPI mod	LMPTP inh	Rpn11 block	Scp-1 inhibitor	PABP1 MLLE inh	CSN inh
CCN(CC)c1ccc(/C=c2/sc3nnc(-c4ccccc4C)n3c2=O)cc1	-69	-0.1	4	29	-49	7.2	nt	-8	95	-40
Cc1ccc(S(=O)(=O)Nc2ccccc2)cc1C(=O)N1CCCC1	-2	-0.7	-9	4	-4	-2.4	i	-10	4	2
CCn1c(CCc2ccccc2)nc2ccccc21	-1	-0.9	-3	-1	2	1.2	i	-3	6	-5
Cc1cccc(CN2CCSCC2)c1	0	-0.8	-4	-5	0	-1.5	i	-8	13	-1
CCN1CCc2c(C#N)c(N3CCCCC3)nc(N3CCOCC3)c2C1	2	-0.4	-7	-4	-3	1.7	i	-10	7	-3
C=CCc1cccc(OC)c1OCCOCCn1ccnc1	1	-0.4	4	2	-3	-1.3	i	-2	3	2

The list itself, from the first entry:
SMILES	STEP inh	TbMetRS inhib	NadD block	DNMT1 inh	SUMO1 PPI mod	LMPTP inh	Rpn11 block	Scp-1 inhibitor	PABP1 MLLE inh	CSN inh
CCN(CC)c1ccc(/C=c2/sc3nnc(-c4ccccc4C)n3c2=O)cc1	-69	-0.1	4	29	-49	7.2	nt	-8	95	-40
Cc1ccc(S(=O)(=O)Nc2ccccc2)cc1C(=O)N1CCCC1	-2	-0.7	-9	4	-4	-2.4	i	-10	4	2
CCn1c(CCc2ccccc2)nc2ccccc21	-1	-0.9	-3	-1	2	1.2	i	-3	6	-5
Cc1cccc(CN2CCSCC2)c1	0	-0.8	-4	-5	0	-1.5	i	-8	13	-1
CCN1CCc2c(C#N)c(N3CCCCC3)nc(N3CCOCC3)c2C1	2	-0.4	-7	-4	-3	1.7	i	-10	7	-3
C=CCc1cccc(OC)c1OCCOCCn1ccnc1	1	-0.4	4	2	-3	-1.3	i	-2	3	2
O=C(Nc1nc(OCCN2CCCC2=O)cnc1/C=C\c1ccccc1)c1cc2ccccc2s1	3	-0.2	-5	-17	-7	6.0	i	nt	-8	-3
COc1ccc(NC(=O)Nc2ccccc2C(N)=O)cc1	0	-1.7	-3	1	0	-1.9	i	-4	10	-3
COc1cccc2[nH]c(C(=O)NC(C)c3ccccc3)cc12 (stereo not drawn)	0	-0.6	-6	1	3	1.1	i	-7	8	2
Cc1ccccc1C(=O)OC1CCN(C)CC1	2	-1.0	-4	-2	-3	-0.8	i	-15	1	-2
COc1ccc(CNC(=O)C2CCC(=O)N(CCCN3CCCC3=O)C2)cc1 (stereo not drawn)	-1	0.2	9	-2	1	0.5	i	-4	-4	7
CCCCn1nc(C(=O)Nc2ccc(S(=O)(=O)Nc3ncccn3)cc2)c2ccccc2c1=O	0	-0.1	7	0	-2	-1.3	i	-14	6	-5
C[C@H]1CN=C(Nc2ccccc2)N1CCC1CCCCC1	-1	-0.2	0	4	3	-0.2	i	-8	-3	-7
O=S(=O)(Nc1nc2ccccc2s1)c1cnc(Cl)c(Br)c1	-3	0.6	0	-3	7	-0.6	i	-9	10	-3
O=C(NCc1ccccc1Cl)NC(=O)c1ccccc1	-4	-0.8	3	1	-5	-1.7	i	-3	-2	-7
Cc1c(/C=C/C(=O)c2ccccc2O)cnn1C	-3	-0.6	2	-5	-9	1.5	i	-9	4	-7
O=C(O)CCCCCNC(=O)/C(=C\c1ccco1)NC(=O)c1ccco1	0	-0.4	3	-2	-1	-1.7	i	-6	13	1
CN(C)CCCn1c(N)c(S(=O)(=O)c2ccccc2)c2nc3ccccc3nc21	-2	0.6	8	-10	-7	0.9	i	0	40	-3
CCC(Sc1nc2cc(OC)c(OC)cc2c(=O)n1Cc1ccco1)C(=O)NCCOC (stereo not drawn)	-3	-0.2	3	1	-1	0.2	i	-13	10	-8
CCOC(=O)C1CCCN(Cc2ccc(OC)cc2OC)C1 (stereo not drawn)	0	-0.7	0	1	1	-3.1	i	-9	-1	1
Cc1cccc(N2C(=O)SC(N(C)c3ccccc3)C2=O)c1 (stereo not drawn)	0	-1.7	-10	4	-1	-1.1	i	-3	23	0
O=C(Nc1ccccc1)Nc1ccc2snnc2c1	3	2.7	-5	-6	11	0.7	i	-20	-6	1
NC1=NC(=O)/C(=C/C=C/c2cccs2)S1	2	0.5	-2	0	-19	1.1	i	-5	6	-4
CCc1c(C)sc(NC(=O)c2cccs2)c1C(N)=O	7	-0.3	4	6	6	2.1	i	5	14	3
COC(=O)C(C)Sc1ccc2nnc(-c3ccccc3)n2n1 (stereo not drawn)	-1	-0.5	-7	0	-6	0.5	i	-3	13	3
O=C(Cn1c(=O)oc2cc(S(=O)(=O)N3CCCC3)ccc21)Nc1ccccn1	-2	-0.1	-1	-3	2	-1.4	i	nt	6	0
O=C(O)c1nccnc1C(=O)Nc1ccccc1-c1ccccc1	0	-0.6	2	9	2	-0.7	i	-20	1	5
COc1ccc(OC)c(NC(=O)CSCC(=O)O)c1	-1	-1.0	1	1	0	-0.6	i	-1	5	-4
COc1ccc(C(=O)NNC(=O)c2ccc(S(=O)(=O)N3CC(C)OC(C)C3)cc2)cc1 (stereo not drawn)	0	-0.1	4	3	-2	-1.5	i	1	-6	-5
O=C1c2ccccc2C(=O)N1CCCCN(C(=O)c1ccco1)c1ccc(Cl)cc1	10	-0.4	-5	0	-10	1.6	i	-15	10	2
COc1ccc(S(=O)(=O)N2CCCCCC2)cc1C(=O)N(C)Cc1ccccc1F	-2	-0.3	-1	3	1	0.0	i	-9	4	3
O=C(NC1CCCCC1)C(c1ccccc1)N1CCc2ccccc21 (stereo not drawn)	-1	0.5	1	-1	14	0.0	i	-7	4	-1
COc1ccc(C)cc1NC(=O)c1cccc(C(=O)Nc2cc(C)ccc2OC)n1	-2	-0.1	-1	0	-2	3.3	i	-5	-2	6
O=C(CC1CCCC1)N1CCN(S(=O)(=O)c2ccc(F)cc2)CC1	-1	0.1	0	3	4	-0.7	i	-10	6	1
CCCc1cc2c(-c3ccccc3)cc(=O)oc2cc1OCc1ccc(C(=O)O)o1	5	2.5	17	6	-5	2.6	i	7	-5	-2
CCOc1ccc(OCCC(=O)NNC(=O)c2cc(C)oc2C)cc1	0	0.2	-5	5	31	-0.6	i	-4	-17	-2
CN(CC(O)COc1ccc(OCC(O)CN(C)C2CCCCC2)cc1)C1CCCCC1 (stereo not drawn)	-1	-1.1	-9	-2	-4	0.6	i	1	4	-2
CCc1cccc(C)c1NC(=S)NCc1ccc2c(c1)cc(C)n2C	4	-0.6	25	25	-29	22	i	-4	-21	3
CC(Oc1ccc2ccc(=O)oc2c1)C(=O)NC1CCN(Cc2ccccc2)CC1 (stereo not drawn)	-1	0.0	-4	0	0	-0.9	i	2	1	1
O=C(NC1CCCC1)c1ccc(Br)c(S(=O)(=O)N2CCCCC2)c1	-6	-0.3	-2	4	3	0.1	i	-7	3	-1
CCCCn1nnnc1C1(C)CCC(=O)N1CCOC (stereo not drawn)	nt	-0.8	-3	nt	0	-0.5	nt	nt	nt	-9
COC(=O)c1ccccc1NC(=O)c1cc([N+](=O)[O-])nn1Cc1ccccc1	-2	-0.1	-1	16	0	1.4	i	-6	3	0
CC(=O)NC1C(=O)N=C(SCC(=O)NC2CCCCC2)NC1=O (stereo not drawn)	0	0.2	10	-1	1	-0.3	i	-1	21	4
Cc1cc(C(=O)N2CCCC(C)(C(=O)NS(=O)(=O)C3CC3)C2)n(C(C)(C)C)n1 (stereo not drawn)	-4	-0.3	4	0	1	-2.3	i	nt	4	-1
Cc1c(Cl)cccc1NC(=O)CCNC(=O)N1CC(=O)Nc2ccccc21	1	-0.3	-2	1	-3	-2.1	i	-9	10	2

Ordered by formula weight (ascending): part of the list above.
SMILES	STEP inh	TbMetRS inhib	NadD block	DNMT1 inh	SUMO1 PPI mod	LMPTP inh	Rpn11 block	Scp-1 inhibitor	PABP1 MLLE inh	CSN inh
CCCCn1nnnc1C1(C)CCC(=O)N1CCOC (stereo not drawn)	nt	-0.8	-3	nt	0	-0.5	nt	nt	nt	-9
O=C(CC1CCCC1)N1CCN(S(=O)(=O)c2ccc(F)cc2)CC1	-1	0.1	0	3	4	-0.7	i	-10	6	1
CN(CC(O)COc1ccc(OCC(O)CN(C)C2CCCCC2)cc1)C1CCCCC1 (stereo not drawn)	-1	-1.1	-9	-2	-4	0.6	i	1	4	-2

Further results:
SMILES	STEP inh	TbMetRS inhib	NadD block	DNMT1 inh	SUMO1 PPI mod	LMPTP inh	Rpn11 block	Scp-1 inhibitor	PABP1 MLLE inh	CSN inh
c1ccc2c(c1)-c1ccccc1C2N1CCOCC1	-1	0.0	0	0	-8	0.7	i	1	6	-2
Cc1cccc(OCC(=O)NC(=S)NNC(=O)c2ccncc2)c1	0	-0.5	7	-1	9	27	i	21	-20	3
CCOc1ccc2nc(NC(=O)c3cnc(C)cn3)sc2c1	1	-0.4	-4	-5	-1	3.6	i	6	0	2
CCOC(=O)c1cn[nH]c1N	-2	0.2	-2	2	3	-0.7	i	3	1	2
